# IL1B secr inh – qHTS for Inhibitors of Inflammasome Signaling: IL-1-beta AlphaLISA Primary Screen. THP-1 LPS/ATP IL-1B secretion, AlphaLISA, 16 h; active compounds read low. activity change, % at 57.5 µM. actives 4.7% (n = 360,000). AID 743279, 2014; in the data active = activity change below about -50%; inconclusive = mostly about -30% to -49%; note: % is set by controls: 0 for no effect and ±100 for the full control effect
#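 Secreted IL-1B measured by AlphaLISA bead assay after 16 h compound exposure of THP-1 cells; compounds (final up to 57.5 uM) added 1 h before LPS (250 ng/mL) and ATP (1.25 mM) stimulation; lower signal means less secretion.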
# SW480 rereplic – A quantitative high throughput screen for small molecules that induce DNA re-replication in SW480 colon adenocarcinoma cells. SW480 DNA re-replication, Hoechst DNA content imaging, 48 h. Potency, µM (highest dose often 46.1 µM), for inactives: top-dose re-replication activation, actives largely listed as activators. actives 1.8% (n = 340,000). AID 624297, 2012; note: potency is the fitted concentration of half-maximal effect; % of control where 0% means no effect; nearly all actives have a fitted effect of over 55% in size
#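 Compounds, transferred as 23 nL by pin tool, were incubated with cells for 48 hr; DNA content per nucleus was then quantified by Hoechst staining and fluorescence plate imaging.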
# KB-3-1 cytotox – qHTS assay for MDR1-selective chemotherapeutics: Primary screen using the parental adenocarcinoma cell KB-3-1 | KB-3-1 viability, CellTiter-Glo ATP luminescence, 72 h | Potency, µM (doses to about 46.1 µM), for inactives: at the highest dose activity change, negative = cytotoxic, hits mostly cytotoxic | actives 1.4% (n = 400,000); note: potency is the fitted concentration of half-maximal effect; % is set by controls: 0 for no effect and ±100 for the full control effect; nearly all actives have a fitted effect of over 60% in size
#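 KB-3-1 parental drug-naive adenocarcinoma cells in DMEM/10% FBS, incubated 72 h at 37 C with pin-transferred compounds across a concentration series. Viability by CellTiter-Glo luminescence; concentration-response curves fitted after normalization.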
# S2 tox – Viability Counterscreen for Primary qHTS for Inhibitors of ATXN expression. S2 cells (HEK-293 line with an ATXN2-luciferase reporter) viability, CellTiter-Fluor protease fluorescence, 24 h. Potency, µM (titrated, usually from 56.7 µM), usual class: cytotoxic. actives 0.49% (n = 400,000). AID 651635, 2014; note: potency is the fitted concentration of half-maximal effect; nearly all actives have a fitted effect of over 40% in size
# ATXN2 expr inh – Primary qHTS for Inhibitors of ATXN expression. actives 0.72% (n = 360,000). AID 1745845, 2022. HEK-293 ATXN2-luciferase reporter, luminescence, 24 h. Potency, µM (top dose mostly 57 µM), without a hit: at the highest dose activity change, negative = inhibition, hits mostly inhibitors; note: potency is the fitted concentration of half-maximal effect; % is set by controls: 0 for no effect and ±100 for the full control effect; nearly all actives have a fitted effect of over 55% in size
#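 ATXN2-luciferase reporter cells (luciferase flanked by upstream and downstream ATXN2 gene portions) were treated 24 h at 37 °C with compounds at up to 57 uM. SteadyGlo luminescence gave expression; GF-AFC fluorescence gave viability.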
# HT1080-NT tox – qHTS for induction of synthetic lethality in tumor cells producing 2HG: qHTS for the HT-1080-NT fibrosarcoma cell line | actives 1.6% (n = 360,000) | Potency, µM (highest dose often 46.1 µM), without a hit: at the top dose activity, negative = less viability, hits mostly cytotoxic | HT-1080-NT fibrosarcoma viability, CellTiter-Glo ATP luminescence, 48 h;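 note: NT is the 2HG producing partner of a matched IDH1 knockdown line; potency is the fitted concentration of half-maximal effect; 0% = DMSO-treated cells and -100% = media-only wells without cells; nearly all actives have a fitted effect of over 55% in size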
#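 A 48-hour cytotoxicity screen used HT-1080-NT cells plated 2 hours before compound delivery. ATP-based CellTiter-Glo luminescence measured viability, normalized to DMSO and no-cell controls.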
# MCF10A rereplic – A quantitative high throughput screen for small molecules that induce DNA re-replication in MCF 10a normal breast cells; MCF 10A DNA re-replication, Hoechst nuclear intensity, 48 h; Potency, µM (highest dose often 46.1 µM), for the others: top-dose activity, positive = re-replication, usual class: activators; actives 2.9% (n = 350,000); AID 624296, 2012; note: potency is the fitted concentration of half-maximal effect; % of control where 0% means no effect; nearly all actives have a fitted effect of over 50% in size
# HT1080 IDH1KD tx – qHTS for induction of synthetic lethality in tumor cells producing 2HG: qHTS for the HT-1080-IDH1KD cell line | HT-1080 IDH1 knockdown viability, ATP luminescence, 48 h | actives 2% (n = 360,000) | Potency, µM (top dose mostly 46.1 µM), inactives show at the top dose activity, negative = toxicity, usual class: cytotoxic;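 note: potency is the fitted concentration of half-maximal effect; 0% = DMSO wells and -100% = cell-free medium wells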
#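 Using the IDH1-knockdown HT-1080 line run in the same batch and compound series as the NT line, viability after 48 h at 37 °C was determined by CellTiter-Glo luminescence and expressed as % activity.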
# KB-V1 MDR tox – qHTS assay for MDR1-selective chemotherapeutics: Primary screen using the drug-selected MDR subline cells KB-V1; Potency, µM (top dose mostly 46.1 µM), for inactives: top-dose activity change, negative = cytotoxicity, usual class: cytotoxic; AID 1347076, 2019; KB-V1 MDR cells viability, CellTiter-Glo, 72 h; actives 3.4% (n = 400,000); note: potency is the fitted concentration of half-maximal effect; % is set by controls: 0 for no effect and ±100 for the full control effect; nearly all actives have a fitted effect of over 60% in size
#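 In this primary screen, KB-V1 cells overexpressing P-gp are incubated with library compounds (lowest to highest concentration) for 72 h at 37 degrees C before a luminescent ATP viability read.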
# An asterisk follows results filed as active; i = inactive; ? = inconclusive; · = not tested or not shown; [ ] = another dose, or the depositor's remark. Unless noted, calls come from the whole dose curve; as a rule, active = well fitted curve in the direction sought with a large enough effect; inconclusive = small, poorly fitted or top-dose-only effect, or another doubt; inactive = no such curve, though single readings can be large; an effect the other way counts as inactive or inconclusive.
SMILES,IL1B secr inh,SW480 rereplic,KB-3-1 cytotox,S2 tox,ATXN2 expr inh,HT1080-NT tox,MCF10A rereplic,HT1080 IDH1KD tx,KB-V1 MDR tox
OC(c1ccccn1)(c1ccccn1)c1ccccn1,14,?,4%,?,?,?,?,?,10µM*
CCOC(=O)c1sc(NC(=O)CC)nc1C,-27,-4%,21%,i,7%,10%,?,-1%,-2%
COc1ccc(C2(C)NC(=O)N(Cc3cc(Cl)cc4c3OCOC4)C2=O)cc1OC (configuration not stated),-10,3%,-13%,i,-5%,-6%,-1%,-9%,-11%
Oc1ccc(Oc2ccc3c(C(F)(F)F)cc(C(F)(F)F)nc3n2)cc1,-7,?,-19%,?,?,-2%,?,-6%,-16%
O=C(Nc1ccc(S(=O)(=O)N2CCOCC2)cc1)c1ccccc1Br,-15,5%,-6%,i,·,-1%,-1%,1%,7%
CN(C)c1ccc(CC(=O)N2CCCC(c3cc(C(=O)Nc4ccc(C(C)(C)C)cc4)no3)C2)cc1 (configuration not stated),-3,·,0%,?,?,-17%,·,10µM*,3%
CCCCn1c(N)c(N(CC(C)C)C(=O)CC2CCCC2)c(=O)[nH]c1=O,0,-3%,-6%,i,2%,-9%,5%,2%,0%
C/C(=N\NC(=O)c1nn(C)c(C)c1Br)c1ccc(NC(=O)C2CCCC2)cc1,0,24%,9%,?,34%[activator],15%,7%,10%,-12%
CC1=C(C(=O)Nc2ccccc2)C(c2cccnc2)n2nc(-c3cccnc3)nc2N1 (configuration not stated),-4,-4%,?,i,-6%,13%,-2%,2%,7%
COc1cc2c(cc1OC)C(c1ccccc1N)=NCC2,-19,-12%,-11%,i,-16%,0%,-1%,-2%,1%
CC(=O)NC(Cc1ccc(C(C)C)cc1)C(=O)NC1CCN(C(=O)c2cccc(C)c2)CC1 (configuration not stated),13,8%,-1%,i,-6%,-2%,10%,-14%,-5%
CCCCc1ccc(NC(=S)NCc2cccnc2)cc1,-10,-17%,?,i,-19%,16%,?,12%,15µM*
COC(=O)CCC(=O)OC1(C)C(=O)C2=CN(C3CCCC3)C(c3ccc(OC)cc3)=CC2=C(Br)C1=O (configuration not stated),24,-19%,0%,?,2%,-10%,-4%,0%,6%
O=C(NNS(=O)(=O)c1ccc(Cl)cc1Cl)c1cc2ncc(C(F)(F)F)cc2s1,·,?,0%,i,-17%,0%,-19%,-18%,-3%
Cc1cc(=O)c(C(=O)O)nn1-c1ccccc1C(F)(F)F,1,6%,11%,i,3%,20%,-3%,0%,22%
C/C(CCc1ccco1)=N/NC(=O)CCC(=O)Nc1cccc(Cl)c1,5,-5%,3%,i,0%,-7%,-1%,0%,?
CN(C)S(=O)(=O)c1cccc(NC(=O)CN2C(=O)C3C4C=CC(C4)C3C2=O)c1 (configuration not stated),26,-2%,15%,?,-5%,27%,1%,18%,6%
CCOC(=O)C1CCCCN1Cc1cc(OC)ccc1OC (configuration not stated),10,-12%,1%,i,-11%,0%,-6%,?,-4%
COc1ccc(/C=N/NC(=O)c2cccnc2)c2ccccc12,71,-3%,2%,i,-39%,3%,5%,-2%,4%
COc1ccc(OCC(=O)NC(=S)Nc2ccc(S(=O)(=O)Nc3cc(OC)nc(OC)n3)cc2)cc1,61,12%,0%,i,4%,-6%,1%,-1%,16%
CC(=O)N(CN1C(=O)c2ccc([N+](=O)[O-])cc2C1=O)c1ccc(F)cc1,6,1%,-3%,i,2%,-16%,2%,7%[9.24 µM],5%
O=S(c1ccc2ccccc2c1)c1cnns1 (configuration not stated),-111*,?,0%,i,-6%,?,13µM*,?,?
COc1ccccc1CN1CC(C(=O)NCCCc2ccc(F)cc2)CCC1=O (configuration not stated),0,-5%,-9%,i,-17%,-24%,1%,-6%,-8%
NC(=O)c1cccc(-c2csc(C(O)c3cccc(Cl)c3)n2)c1 (configuration not stated),0,·,?,?,-17%,1%,·,-12%,?
Cc1cccc(-n2nnnc2SCC(=O)c2cc(C)n(Cc3ccco3)c2C)c1,57,-3%,11%,i,-15%,-20%,10%,?,18µM*

# Single entries from the list.
# Reading of Cc1cc(=O)c(C(=O)O)nn1-c1ccccc1C(F)(F)F in IL1B secr inh: 1
# Reading of COc1ccc(C2(C)NC(=O)N(Cc3cc(Cl)cc4c3OCOC4)C2=O)cc1OC (configuration not stated) in HT1080-NT tox: -6%

# Next part:
SMILES,IL1B secr inh,SW480 rereplic,KB-3-1 cytotox,S2 tox,ATXN2 expr inh,HT1080-NT tox,MCF10A rereplic,HT1080 IDH1KD tx,KB-V1 MDR tox
COc1ccc(CN2CCN(C(C)C(=O)NC(C)c3ccc(F)cc3)CC2)cc1F (configuration not stated),-4,-5%,8%,i,-11%,-11%,7%,-16%,-1%
CC(NC(=O)c1cc2c(=O)n(C)c3ccccc3c2n1C)c1ccc2c(c1)OCCO2 (configuration not stated),13,-1%,-5%,i,-7%,14%,2%,8%,?
C[C@H](CO)N1C[C@H](C)[C@H](CN(C)C(=O)Nc2ccccc2)OCc2cnnn2CCCC1=O,9,·,7%,i,5%,6%,·,13%,-2%
O=C(NCCCc1ccccn1)C1CCC(=O)N(Cc2cccc(F)c2)C1 (configuration not stated),-1,-16%,-1%,i,·,2%,3%,0%,13%
CC(=O)c1ccc(S(=O)(=O)N2CCN(C(=O)C3CCCC3)CC2)cc1,-12,0%,-9%,i,-10%,2%,0%,17%,?
COc1ccc(C(=O)Nc2ccc(S(=O)(=O)Nc3ncccn3)cc2)cc1OC,-1,-28%,-2%,i,23%,22%,-9%,11%,-2%
CCOC(=O)c1cccc(S(=O)(=O)N2CCOCC2)c1,0,-17%,-5%,i,5%[11.3 µM],2%,-12%,23%,10%
COc1ccc(C(=O)NC(=S)Nc2ccc(N3CCCC3)cc2)cc1,-5,2%,-4%,i,-10%,14%,1%,2%,27%
COc1ccc(CCNC(=O)CCCCC(=O)NCCc2ccc(OC)c(OC)c2)cc1OC,38,-5%,?,i,7%,17%,-3%,22%,0%
COCCNC(=O)Cn1c(=O)n(CCCCCC(=O)Nc2ccccc2)c(=O)c2sccc21,11,-1%,10%,i,9%,6%,-1%,16%,0%
CN(C)c1cc(-c2ccc(C#N)cc2)oc(=O)c1Cl,-2,31%,3%,i,·,12%,-3%,6%,6%
COC(=O)c1cccc(Nc2ncnc3ccc(C)cc23)c1,13,2%,-3%,i,20%,-2%,?,-4%,?
O=C(O)c1cccc(S(=O)(=O)Nc2cccc(S(=O)(=O)Nc3ccc(Br)cc3)c2)c1,4,-2%,8%,?,4%,-1%,0%,7%,7%
CCOc1ccc2[nH]c3c(=O)n(CCc4ccc(OC)cc4)cnc3c2c1,38,-10%,7%,i,-29%,20%,2%,20%,-4%
CCOC(=O)C1=C(C)N=C2SCCC(=O)N2C1c1ccc(OCc2ccccc2)c(OC)c1 (configuration not stated),·,·,-2%,?,-7%,·,·,·,-11%
COc1ccc(NS(=O)(=O)c2cccc(NC(=O)CCS(=O)(=O)c3ccccc3)c2)cc1,17,?,-26%,i,-9%,-8%,4%,-4%,-22%
COC(=O)c1c(-c2ccc(Cl)cc2)noc1N1CCN(c2cccc(C)c2C)CC1,·,·,-3%,i,3%,·,·,·,-17%
O=C1CC(c2ccccc2)CC(=O)N1c1ccc(C(F)(F)F)cc1,18,-5%,4%,i,-9%,-1%,?,-2%,-9%
Cc1cccc(N2CCN(C(=O)Cn3c(-c4cccs4)cc4ccccc43)CC2)c1C,·,·,-8%,i,2%,·,·,·,-7%
CCOc1ccc(N(CC(=O)NC2CC2)S(=O)(=O)c2ccc(C)cc2)cc1,-4,-55%[inhibitor],-1%,i,0%,18%,?,10%,-4%
N#Cc1c(Sc2ncc(C(F)(F)F)cc2Cl)nsc1C/C=N\OCc1ccccc1Br,-3,-28%,2%,i,-15%,-27%,?,?,15%
CC1(C)Cc2nc(NC3CCCCC3)c(C#N)cc2CO1,-15,-7%,-19%,i,-26%,8%,13%,-1%,-25%
COc1ccccc1CCNS(=O)(=O)c1cc2c3c(c1)C(C)C(=O)N3CCC2 (configuration not stated),-15,-2%,-2%,i,·,-2%,16%,0%,2%
COc1ccc(CN(CC(O)COCc2ccccc2)S(=O)(=O)c2ccccc2Br)cc1OC (configuration not stated),-64*,-3%,?,i,?,-27%,?,-26%,?
CCCCc1noc2c1/C(=N\O)CC(c1ccccc1)C2 (configuration not stated),-6,2%,-23%,i,31%[activator],9%,3%,11%,-7%
O=C(N=Nc1c(O)[nH]c2ccc([N+](=O)[O-])cc12)c1cc(-c2ccccc2Cl)nc2ccccc12,0,-8%,29%,i,-15%,-3%,?,-10%,17%
COc1ccc(C2CC(C(F)(F)F)n3nc(C(=O)Nc4ccc5c(c4)OCO5)cc3N2)cc1 (configuration not stated),-2,2%,-8%,i,-11%,-13%,14%,-18%,-13%
Cc1ccc(CNS(=O)(=O)c2ccc(F)c(C(=O)Nc3ccc(C)c(F)c3)c2)cc1,·,·,8%,?,-3%,·,·,·,9%
CCc1ccc(C(=O)NC(=S)Nc2ccc(N3CCOCC3)cc2)cc1,-3,4%,-18%,?,·,-6%,10%,-29%,18µM*

# High-throughput results from PubChem BioAssay.

# No enrichment for hits, and some 11% of all compounds hit somewhere here.
